All columns: NCI-60 one-dose screen, growth in % after 48 h at 10 µM unless noted; 100 = growth as untreated, 0 = no growth, -100 = all killed.
OVCAR-3 = OVCAR-3 ovarian cancer; 79,000 compounds, 7% hits; AID 1794787
OVCAR-4 = OVCAR-4 ovarian cancer cells; 80,000 compounds, 3.7% hits
OVCAR-5 = OVCAR-5 ovarian cancer; 82,000 compounds, 2.9% hits; AID 1794783
RXF 393 = RXF 393 renal cancer cells. AID 1794773. 77,000 compounds, 6.9% hits
CAKI-1 = CAKI-1 renal cancer; 75,000 compounds, 4.7% hits; AID 1794772
OVCAR-8 = OVCAR-8 ovarian cancer. 81,000 compounds, 4.4% hits
A498 = A498 renal cancer cells | 76,000 compounds, 5.4% hits
ACHN = ACHN renal cancer | 81,000 compounds, 4.9% hits | AID 1794771
Starred values were filed as active, the others as inactive; nt = no result given; & = joins results of further samples. Rule for the calls: active = growth percent below 10; inactive = the rest. Compounds as they come, and some 10% of all compounds hit somewhere here.

smiles	ACHN	RXF 393	OVCAR-3	OVCAR-4	OVCAR-8	OVCAR-5	A498	CAKI-1
CCOC(=O)CC1C(CN=[N+]=[N-])OC(n2cnc3c(NC(=O)Nc4ccccc4)ncnc32)C1O[Si](C)(C)C(C)(C)C (stereo not drawn)	92.0	111.2	111.2	66.3	97.9	107.3	121.3	87.0
CC(=O)Nc1c(C)nc(N)[nH]c1=O	105.8	108.7	118.3	120.4	100.4	106.5	100.5	97.8
Cc1ccccc1NC(=O)C(=O)C(C(=O)c1ccccc1F)C1OC(=O)c2ccccc21 (stereo not drawn)	100.5	102.8	87.3	76.3	85.1	116.4	99.6	105.2
O=[N+]([O-])c1ccc2c(c1)Sc1ccccc1N2CCCCCl	93.5	105.8	100.4	89.5	91.0	118.6	78.2	90.0
O=C(O)/C=C\c1cc2c(cc1[N+](=O)[O-])OCO2	105.9	116.0	109.9	107.4	87.4	99.8	112.6	87.2
COc1ccc(-c2cc(C(=O)N3CCN(C(=O)c4ccccc4NCc4cc(OC)c(OC)c(OC)c4)CC3)nc3cc(-c4ccccc4)nn23)cc1	104.6	85.3	111.3	141.4	105.9	110.5	104.1	92.0
O=C1CCC(ON(C(=O)c2ccccc2)c2ccccc2)N1 (stereo not drawn)	90.1	119.3	105.7	106.1	105.6	107.0	nt	92.3
CC/C(=C/CO)c1ccccc1	107.4	105.3	113.1	99.1	114.6	103.1	88.4	105.3
Oc1c(Cl)cc(Cl)c2ccc(CN3CCCCC3)nc12	29.4	78.2	27.6	33.3	23.0	55.7	49.9	36.2
Brc1ccc(Nc2csc(Nc3cnccn3)n2)cc1	91.9	108.6	103.4	98.6	104.4	83.3	nt	78.5
NC(=O)C1CCC(=O)N1 (stereo not drawn)	105.5	108.3	133.2	103.5	109.9	103.0	108.7	112.4
COc1ccc(C(=O)COc2ccc3c(c2)O/C(=C\c2cc(OC)c(OC)c(OC)c2)C3=O)cc1	96.1	nt	105.8	110.9	94.7	74.7	113.2	153.1
O=c1[nH]ccc(=S)[nH]1	nt	102.2	102.9	107.7	107.0	108.1	104.2	nt
CCCc1ccc(O)c(OC)c1	103.7	95.7	nt	105.1	94.7	95.5	98.9	109.9
CC(C)C1=CC2=C(C=O)C[C@@H]3[C@](C)(CCC[C@@]3(C)C(=O)OCC#CCN3CCOCC3)[C@H]2CC1	88.2	89.1	88.9	63.6	84.8	103.8	102.1	88.6
C=CCc1cc(OC)c(OC)c(OC)c1	108.2	103.2	93.1	112.4	101.7	99.2	100.0	100.3
COC(=O)C(Cc1ccccc1)n1cc(COc2nc(Cl)nc(Nc3ccc(Cl)cc3)n2)nn1 (stereo not drawn)	101.7	100.6	87.2	104.5	96.1	116.5	61.6	92.1
COc1ccc2[nH]c(=O)c3c(c2c1)OC(N)=C(C#N)C31C(=O)c2ccccc2C1=O	97.4	97.9	93.6	90.6	98.8	94.0	101.5	82.0
CCC(C)(C)NC(N)=O	111.1	107.3	101.6	91.0	98.8	118.0	101.5	111.8
O=C(O)CCCCCNC(=O)c1nc(-c2ccccc2)n(-c2ccc([N+](=O)[O-])cc2)n1	101.2	nt	108.6	106.4	104.3	102.4	97.0	92.1
O=C(Cc1nc(-c2ccc(Cl)cc2)no1)c1ccccc1	109.7	103.3	112.6	97.1	106.4	106.6	90.5	89.1
O=C(O)c1ccccc1C(=O)Nc1cccc(Cl)c1	107.1	112.1	106.9	101.8	100.7	103.1	92.7	100.6
CCCCCCC1=C(P(=O)(O)OCC)N[C@H](C(=O)O)CS1	92.9	92.1	105.7	105.2	99.8	87.1	90.3	91.7
Cc1ccc(CSc2ncnc3nc[nH]c23)c2ccccc12	95.9	106.5	110.4	86.9	91.2	106.2	79.1	nt
COCCOc1cc2ncnc(N3CCN(c4ncc(Cc5ccccc5)cn4)CC3)c2cc1OCCOC	88.9	85.7	87.8	89.4	87.2	95.7	82.6	93.0
NCC(O)c1ccc(O)c(O)c1 (stereo not drawn)	96.4&99.1	113.4&107.4	118.0&100.2	106.9&102.5	97.4&103.4	100.1&104.7	96.1&105.4	94.6&97.5
CC(=O)Nc1scc[n+]1Cc1ccccc1	106.6	98.3	113.6	107.5	99.3	109.6	111.7	87.4
N#CC1=C(N)ONC1c1cc(=O)oc2ccc(Cl)cc12 (stereo not drawn)	102.2	121.8	99.8	100.4	101.5	109.1	111.1	nt
Cc1cccc(OC(=O)c2ccccc2)c1	98.5	104.4	111.4	98.2	98.7	91.1	91.9	94.6
O=C1OC(c2nc3ccccc3s2)=C/C1=C\c1cccc(O)c1	100.0	108.4	103.7	84.2	93.7	99.5	102.1	79.5

A few values from the list.
Reading of `O=C1OC(c2nc3ccccc3s2)=C/C1=C\c1cccc(O)c1` in RXF 393: 108.4
Reading of `COc1ccc(-c2cc(C(=O)N3CCN(C(=O)c4ccccc4NCc4cc(OC)c(OC)c(OC)c4)CC3)nc3cc(-c4ccccc4)nn23)cc1` in ACHN: 104.6
Reading of `Cc1ccc(CSc2ncnc3nc[nH]c23)c2ccccc12` in OVCAR-5: 106.2

Returning to the listing, repeating the 2 entries before the break.
smiles	ACHN	RXF 393	OVCAR-3	OVCAR-4	OVCAR-8	OVCAR-5	A498	CAKI-1
Cc1cccc(OC(=O)c2ccccc2)c1	98.5	104.4	111.4	98.2	98.7	91.1	91.9	94.6
O=C1OC(c2nc3ccccc3s2)=C/C1=C\c1cccc(O)c1	100.0	108.4	103.7	84.2	93.7	99.5	102.1	79.5
N#CC(=O)Nc1cccc(Cl)c1	103.4	101.3	102.4	95.4	96.0	100.4	92.0	119.8
CCN1C(=O)N(CC)C2NC(N/N=C/c3ccccc3)=NC21 (stereo not drawn)	98.7	91.2	105.5	106.1	96.0	95.4	89.0	84.4
COc1cc(CNC(=O)CCCC/C=C/C(C)C)ccc1OCc1cn(-c2ccccc2OC)nn1	101.1	98.0	103.0	100.0	82.2	112.9	79.9	nt
O=C(Cc1ccccc1Nc1c(Cl)cccc1Cl)NN1C(=O)/C(=C/c2ccc(Cl)cc2)SC1=S	102.6	115.8	105.4	110.6	101.1	99.2	104.5	94.4
Cc1cc2ccccc2c[n+]1CC(O)c1ccccc1 (stereo not drawn)	100.0	102.4	109.4	93.4	99.5	103.9	64.9	93.8
FC(F)(F)c1ccc2nc[nH]c2c1	95.3	107.1	117.9	98.7	106.8	93.5	88.0	93.5
COc1ccc(/C=C/C(=O)CC2(O)C(=O)Nc3cc(Br)ccc32)cc1 (stereo not drawn)	96.8	112.2	95.2	77.9	89.2	111.2	93.1	75.3
Nc1ccc(N=Nc2ccccc2)c2ccccc12	86.9&80.0	86.4&93.9	76.4&67.5	80.6&83.5	92.9&82.1	91.4&109.2	69.9&119.7	63.4&46.3
COc1ccc(C2C=C(c3ccc(Cl)cc3)N=C3SC=C(C)N32)cc1OC (stereo not drawn)	106.1	99.2	112.4	98.8	103.8	103.4	98.3	107.7
COc1ccc(-c2nnc(CSc3nc4sc(C(N)=O)c(C)c4c(=O)n3Cc3ccccc3)o2)cc1	104.5	102.1	103.1	95.2	105.7	111.8	70.5	99.1
O=C1NC(=S)S/C1=C\N1N=C(c2ccc(F)cc2)CC1c1ccc(F)cc1 (stereo not drawn)	99.0	116.5	112.0	105.7	100.9	109.1	99.7	90.7
O=C(O)c1ccc(-n2c(=O)c3ccccc3c3ccccc3c2=O)cc1	102.6	107.9	111.0	118.9	110.6	99.6	117.5	101.3
FC(F)(F)c1ccc(CNc2ccc(Cc3c[nH]c4ncc(Cl)cc34)cn2)cn1	31.6	-7.2*	41.6	30.0	14.3	30.5	18.3	25.2
Cc1cc(C)c(F)c(C)c1N	110.9	123.1	105.7	109.9	106.0	104.0	94.1	91.4
Cc1ccc(-c2cc(C(=O)N3N=C(c4ccccc4)CC3c3cc(-c4ccccc4)nn3-c3ccccc3)c3ccccc3n2)cc1 (stereo not drawn)	94.6	nt	94.7	89.9	96.4	98.2	98.0	nt
Nc1nc(N)c2nc(CNc3ccc(C(=O)N[C@@H](CCC(=O)O)C(=O)O)c4ccccc34)cnc2n1	19.0	42.4	49.6	92.5	24.6	33.1	52.2	27.0
Cc1ccc(-c2csc(/N=C3\C(=O)Nc4ccc(C)cc43)n2)cc1	103.4	101.2	89.9	105.1	93.3	112.4	100.0	93.2
Cc1cc(C)c2c(n1)sc1c(Nc3[nH]nc4ncccc34)ncnc12	89.5	99.1	114.8	93.4	93.9	97.1	84.1	108.9
Brc1ccc(/C=C/c2cc(/C=C/c3ccccc3)nc3ccccc23)cc1	99.6	99.8	109.1	98.0	103.9	113.4	141.6	88.4
Cc1[nH]nc2ncnc(N)c12	119.1	97.7	105.4	105.0	96.4	107.7	87.5	86.5
Cc1cc(N2CCCCC2)nc(N2CCN(CC(=O)Nc3ccc4c(ccn4Cc4ccccc4)c3)CC2)n1	76.6	36.2	68.7	54.2	36.6	88.7	8.6*	56.3
O=C1C=CC(=Nc2ccc(F)cc2)O1	90.9	107.7	108.0	101.6	108.9	101.2	80.3	103.5
COc1ccc(/C=N\NC(=O)N/N=C/c2ccc(OC)c(OC)c2)cc1OC	100.5&105.0	107.1&107.0	125.7	116.5	111.7&92.3	102.0&108.7	101.6	108.9&111.1
C=C(C)[C@@H]1CC=C2c3sc(-c4ccc(O)cc4)nc3C[C@@H](C)[C@]2(C)C1	92.4	113.8	99.2	82.8	101.2	108.4	101.8	72.4
COC(=O)c1[nH]c(=O)c(C#N)c(C(=O)OC)c1C(=O)c1ccccc1	98.1	121.7	107.0	97.5	100.8	113.0	113.0	90.0
COc1ccc(NC(=O)CCCCCCNC(=O)C(O)(O)C(F)(F)F)cc1	20.2	1.0*	49.1	77.7	22.3	31.3	41.8	26.0
CC(C)(S)C(N)C(=O)O (stereo not drawn)	101.2	107.0	110.6	103.5	104.8	97.6	122.0	91.7
COC(=O)[C@H]1[C@@H](O)CON(c2ccccc2)[C@H]1c1ccccc1	98.8	107.8	114.2	108.5	103.7	96.3	99.2	94.2
NNc1ncnc2nc[nH]c12	41.1	nt	79.0	44.6	16.4	63.7	55.1	42.3
COc1ccc(-n2c(=O)sc3c(Cl)nc(C)nc32)c(OC)c1	95.6	93.5	68.8	101.4	56.9	92.0	91.1	-58.1*
CSc1cc(N)[nH]c(=O)n1	106.7	105.9	108.0	106.8	105.7	110.8	nt	nt
COc1ccc(OC)c2c(=O)c(C(=O)O)c[nH]c12	108.5	113.5	103.6	106.3	101.5	106.8	108.1	94.5
O=c1oc2ccccc2cc1/C(CS(=O)(=O)c1ccccc1)=N/Nc1ccccc1	103.6	120.6	106.0	nt	100.6	95.7	nt	91.2
N[C@@H](CCC(=O)N[C@@H](CS)C(=O)NCC(=O)O)C(=O)O	96.3	nt	108.9	106.5	98.7	107.1	97.1	98.2
COc1cc(C2Cc3ncccc3-c3[nH]c(=O)c4cccnc4c32)cc(OC)c1OC (stereo not drawn)	46.4	8.5*	-11.3*	58.0	17.3	52.2	-1.3*	31.8
O=C(N(c1ccccc1)c1ccccc1)N(c1ccccc1)c1ccccc1	97.7	nt	101.8	83.2	108.0	100.5	122.6	nt
CC(OC(=O)Nc1cccc(Cl)c1)C(=O)OC1CCCCC1 (stereo not drawn)	100.7	116.1	111.0	104.6	106.3	95.0	101.8	92.8
CC(C)(C)n1nnnc1C(NC12CC3CC(CC(C3)C1)C2)c1c(F)cc(F)cc1F (stereo not drawn)	104.8	101.0	114.9	101.6	102.2	100.9	nt	94.7
CCC(=O)OCc1ccccc1Cl	103.4	nt	105.5	122.3	101.2	104.4	78.6	106.6
COc1cc(CNC(=O)C[C@H](C)CCC=C(C)C)ccc1OCc1cn(-c2cccc(C(F)(F)F)c2)nn1	77.6	88.3	102.8	45.1	28.1	97.5	91.0	73.6
COc1ccc(C2=C(c3cn(C)c4ccccc34)C(=O)NC2)cc1OC	85.7	100.9	92.3	93.7	78.9	92.0	96.3	63.8
Cc1c(COc2ccc(-c3cnco3)cc2)c(C)c(COc2ccc(-c3cnco3)cc2)c(C)c1COc1ccc(-c2cnco2)cc1	98.2	115.0	97.4	97.1	103.3	107.7	102.1	92.0
CC(C)CCSc1nc(-c2ccc(F)cc2)c(C#N)c(N(CCO)CCO)n1	90.2	101.7	100.8	104.7	88.7	101.3	71.1	88.8
Cc1ccc(/C=C2\Oc3ccc(O)c(-c4ccccc4)c3C2=O)cc1	78.5	114.3	86.8	71.9	92.6	93.9	nt	41.4
CCCCN1CCN(c2ccc3nc(-c4ccc5nc(-c6cc(OC)ccc6OC)[nH]c5c4)[nH]c3c2)CC1	106.5	82.6	116.0	92.9	97.5	116.8	nt	106.3
Nc1n[nH]c(CCCO)c1-c1nc2ccccc2s1	100.5	120.1	112.6	109.9	103.8	106.3	80.6	92.7
Cc1ccc(Cn2c(-c3cccc(NS(C)(=O)=O)c3)nc3ccccc32)cc1	98.2&89.1	104.3&87.7	99.7&86.2	93.8&85.3	92.5&87.3	104.2&83.4	87.6	91.1&87.3

Single records, from the list above.
Record of `COc1ccc(C2=C(c3cn(C)c4ccccc34)C(=O)NC2)cc1OC` : ACHN = 85.7; RXF 393 = 100.9; OVCAR-3 = 92.3; OVCAR-4 = 93.7; OVCAR-8 = 78.9; OVCAR-5 = 92.0; A498 = 96.3; CAKI-1 = 63.8
Record of `CCC(=O)OCc1ccccc1Cl` : ACHN = 103.4; RXF 393 = nt; OVCAR-3 = 105.5; OVCAR-4 = 122.3; OVCAR-8 = 101.2; OVCAR-5 = 104.4; A498 = 78.6; CAKI-1 = 106.6
